# Assay outcomes (PubChem BioAssay)
# LYP phosphatase – inhibitors of LYP phosphatase, biochemical, fluorescence intensity, uHTS (AID 1779); recombinant LYP phosphatase, fluorescence intensity; higher % means a stronger effect; one-dose inhibition, % at 11.5 µM; IC50 in µM for titrated hits; 0.054% of 290,000 active; in the data active = inhibition above about 50%;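 also: plate controls were vehicle with enzyme for no effect and no enzyme for full effect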
# T cell HTS – T cell immune modulation candidate; 0.068% of 330,000 active; calls only at 7 µM; AID 2052; 2C CD8+ T cell-vesicle binding, flow cytometry; active compounds read low;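 active = response, share of CD8 T cells binding vesicles, and their 90th percentile fluorescence all below set limits, cut at about 80% in these data, passing the limit was not always enough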
#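 Material: 2C TCR transgenic mouse naive CD8+ T cells, MACS-purified. Also added: QL9-charged Drosophila Ld/ICAM-1/B7-1 vesicles. Timing: binding 1.5 h at 37 °C. Measured by: high-throughput flow cytometry with anti-B7-1 and anti-CD8 staining. Read-out: percent CD8+ FL2 mean versus row control. Controls: Unloaded micro-vesicles (low), QL9 vesicles with 0.7% DMSO (high).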
# GPR55 activation – selective activators of receptor GPR55 – imaging, U2OS cells, beta-arrestin-GFP redistribution, primary screen (AID 1961); activation, % at 10 µM; hits with a dose series show EC50 in µM; 0.048% of 290,000 active; U2OS GPR55 beta-arrestin-GFP redistribution imaging; higher % means a stronger effect;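 active = activation above 40% with more than 50 cells counted in the well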;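 also: U2OS osteosarcoma cells stably expressing GPR55 and beta-arrestin-GFP; plate controls were DMSO negative control for no effect and LPI positive control for full effect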
# GPR35 antagonists – inhibition of zaprinast-stimulated GPR35 beta-arrestin translocation – imaging, U2OS, beta-arrestin-GFP, zaprinast agonist, primary screen (AID 2058); inhibition, % at 10 µM, or IC50 in µM where a hit was titrated; 0.052% of 290,000 active; U2OS GPR35 beta-arrestin-GFP translocation imaging, zaprinast antagonism; higher % means a stronger effect;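 active = inhibition of at least 50% with at least 30 cells and total cytoplasm GFP at most 10,000,000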
# SV40 large T antigen – SV40 large T antigen inhibitors, biochemical (AID 1903). 0.39% of 310,000 active. one-dose inhibition, % at 20 µM; IC50 in µM for titrated hits. SV40 large T antigen ATPase/helicase inhibition assay; higher % means a stronger effect; in the data active = a potency from the dose series; also: strong numbers were not always called active
# Rac1 GTP hydrolysis – MgcRacGAP GTPase-activating activity inhibitors, confirmation, biochemical, ADP Hunter fluorescence; 0.6% of 340,000 active; MgcRacGAP-stimulated Rac1 GTP hydrolysis, ADP Hunter fluorescence; higher % means a stronger effect; GST-tagged Rac1 F28L mutant substrate; one-dose inhibition, % at 30 µM; IC50 in µM for titrated hits;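 active = first-screen hits whose inhibition reached a set limit at any dose in the follow-up dose series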;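 also: fluorescence reports GDP produced by GAP-driven GTP hydrolysis; strong numbers were not always called active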
# NTR1 ag – NTR1-driven beta-arrestin-GFP spot formation – imaging, U2OS cells, high content, primary screen (AID 493036) | 0.17% of 330,000 active | activation, % at 20 µM | agonist mode | P30989;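 active = activation at or above 40% of the spot to cytoplasm intensity ratio, with at least 20 cells analyzed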;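 also: 0% = DMSO without peptide and 100% = 100 nM NTR1 peptide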
# Target sequence (P30989 whole entry, looked up): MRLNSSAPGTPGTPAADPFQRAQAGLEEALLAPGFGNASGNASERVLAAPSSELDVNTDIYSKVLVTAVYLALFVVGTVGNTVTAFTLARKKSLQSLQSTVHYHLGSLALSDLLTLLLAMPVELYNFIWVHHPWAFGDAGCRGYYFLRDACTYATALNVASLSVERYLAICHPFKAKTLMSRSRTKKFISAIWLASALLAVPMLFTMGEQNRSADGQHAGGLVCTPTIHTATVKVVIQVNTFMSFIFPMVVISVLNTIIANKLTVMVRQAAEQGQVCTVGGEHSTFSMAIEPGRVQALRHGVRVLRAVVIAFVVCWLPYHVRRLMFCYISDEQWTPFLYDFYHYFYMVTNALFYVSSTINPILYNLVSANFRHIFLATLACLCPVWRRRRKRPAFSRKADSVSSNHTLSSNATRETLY
# Lipid droplet – modulators of hepatic lipid droplet formation; AML12 mouse hepatocytes, oleate lipid droplets, BODIPY imaging; inhibition, % at 6.5 µM; 0.4% of 240,000 active; AID 1656;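 active = lipid droplet intensity inhibited by at least 50%, with more than 500 cells counted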
#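 System: AML12 hepatocytes (mouse). Probe or stimulus: oleic acid at 100 µM to induce lipid droplet formation. Times: overnight treatment with compound plus oleate. Detection: Image-based BODIPY and DAPI two-channel analysis. Evaluation: percent inhibition of filter-corrected integrated lipid droplet intensity per well.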
# GPR55 LPI antagonism – GPR55 antagonists blocking LPI-driven arrestin recruitment, primary screen, imaging, U2OS, beta-arrestin-GFP, LPI agonist (AID 2013); inhibition, % at 10 µM, or IC50 in µM where a hit was titrated; U2OS GPR55 beta-arrestin-GFP translocation imaging, LPI antagonism; higher % means a stronger effect; 0.13% of 290,000 active;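 active = spots per cell inhibited over 60%, with over 100 cells counted and total cytoplasm intensity under 500,000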;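 also: U2OS cells stably carrying GPR55 and arrestin-GFP stimulated by 5 µM LPI near EC80; imaged beta-arrestin-GFP aggregate spots per cell after agonist stimulation; plate controls were LPI-stimulated DMSO wells for no effect and DMSO wells without LPI for full effect; some results filed as inactive read as strong as hits; confirmed hits need IC50 under 10 µM and bright autofluorescent wells are also inconclusive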
# Lipid droplet cells 6.5 µM – also measured in Lipid droplet; calls as there; cell count; measured here: cell count, cytotoxicity flag;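 cells counted across two imaged fields per well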
# T cell HTS vesicle-bound % – recorded beside T cell HTS, whose call it bears; double positive events, %; measured here: CD8+ vesicle-bound cell fraction;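 binding gate set so that unloaded-vesicle control wells show 10% double positive cells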
# NTR1 ag cell count 20 µM – further read-out of NTR1 ag, marked with its call; cell count; measured here: cell count, cytotoxicity flag
# * = called active by the depositor; i = inactive; · = no result given.
# Every second line gives: LYP phosphatase	T cell HTS	T cell HTS vesicle-bound %	GPR55 activation	GPR35 antagonists	SV40 large T antigen	Rac1 GTP hydrolysis	NTR1 ag	NTR1 ag cell count 20 µM	Lipid droplet	Lipid droplet cells 6.5 µM	GPR55 LPI antagonism
COc1ccc(CN(C)C(=O)c2ccc(OCC(=O)Nc3cccc(C(F)(F)F)c3)c(OC)c2)c(OC)c1
    ·	i	39	·	·	23%	6%	8.4	58	·	·	·
Cc1cc(C)c(S(=O)(=O)NCC(=O)NCc2ccco2)c(C)c1
    -6%	i	15	0.5%	0%	20%	2%	0.3	61	1	726	-4%
CCOC(=O)c1cnc(SCC(=O)NCc2cccs2)nc1N
    -13%	i	7	-0.1%	-5%	-6%	5%	-0.2	48	-6	735	4%
CCC(C(=O)NCc1ccco1)N(Cc1cccs1)C(=O)CNS(=O)(=O)c1ccccc1 (stereo not given)
    -6%	i	42	-0.1%	12%	9%	9%	0.5	83	-15	804	-19%
Cc1ccc(S(=O)(=O)c2c(C)nn(C(C)(C)C)c2OC(=O)c2ccc(Br)o2)cc1
    0%	i	47	0.2%	5%	1%	-1%	22	42	·	·	5%
CCCNC(=O)NC(=O)CSc1cccc(C(F)(F)F)c1
    0%	i	12	-0.2%	-2%	0%	4%	1.7	40	0	628	6%
CN(CC(=O)NCCc1ccc(S(N)(=O)=O)cc1)S(=O)(=O)c1cccc2nsnc12
    -2%	i	10	-0.1%	10%	6%	·	-1.2	54	-14	706	-15%
COc1ccc(OC)c(S(=O)(=O)Nc2ccc(O)c(Sc3ncn[nH]3)c2)c1
    -1%	i	30	0.7%	-3%	11%	11%	0.5	93	-10	684	13%
O=C(CNS(=O)(=O)c1c(Cl)cccc1Cl)N1CCCCCC1
    -3%	i	61	-0.3%	-12%	0%	-10%	1.2	49	-2	871	95%
Cc1nc(-c2cccnc2)sc1C(=O)Nc1ccc(Cl)cc1
    -6%	i	41	-0.1%	-11%	5%	10%	0.0	101	·	·	26%
O=C(NCc1cc([N+](=O)[O-])ccc1O)c1cccnc1Sc1ccccc1Cl
    -5%	i	74	0.0%	-4%	16%	-1%	-0.7	65	2	669	11%
NS(=O)(=O)c1ccc(CCNS(=O)(=O)c2cccs2)cc1
    -7%	i	67	-0.1%	-4%	13%	6%	0.6	66	9	624	22%
O=C(CN1CCN(C(=O)C2COc3ccccc3O2)CC1)Nc1ccccc1 (stereo not given)
    -2%	i	48	-0.2%	-11%	0%	8%	-1.0	62	1	737	1%
COCc1c(C(=O)N2CCc3ccccc32)oc2ccccc12
    -6%	i	22	-0.1%	-13%	4%	12%	2.3	61	19	706	-8%
COC(=O)C1=C(C(=O)OC)C(c2cc([N+](=O)[O-])ccc2O)c2sc(=O)[nH]c2S1 (stereo not given)
    4%	i	4	-0.3%	-15%	4%	0%	8.6	41	11	683	12%
CCOC(=O)C(=CNNc1cccc(Cl)c1)C(=O)OCC
    -5%	i	28	-0.2%	1%	13%	10%	-1.1	43	-3	694	-6%
COc1cccc(-c2nn(C)c3sc(C(=O)N4CCN(c5ccccc5)CC4)cc23)c1
    8%	i	40	-0.1%	10%	4%	10%	1.5	67	-26	762	9%
CCOC(=O)c1c(CN2CCN(CC#N)CC2)n(C)c2cc(Br)c(OC)cc12
    -4%	i	27	-0.2%	8%	2%	8%	1.8	49	·	·	0%
Cn1c(=O)c2c(nc3n2CC(O)CN3c2ccccc2)n(C)c1=O (stereo not given)
    ·	i	36	·	·	7%	6%	-1.0	61	·	·	·
COc1ccc(-c2nn(-c3ccccc3)cc2C(=O)Nc2ccc(C(=O)O)cc2)cc1OC
    1%	i	47	-0.4%	10%	11%	5%	2.3	54	-2	771	0%
CN(C)CCCN(C(=O)c1ccco1)c1nc2ccc(Cl)cc2s1
    -4%	i	36	-0.1%	-12%	13%	9%	-0.4	50	-9	668	-12%
O=C(NCCN1CCCC1)c1ccc(Cn2c(=S)[nH]c3ccc(Br)cc3c2=O)cc1
    -14%	i	29	1.9%	6%	7%	6%	0.4	58	-9	731	-4%
COc1ccc(/C=N/n2cncn2)cc1Cn1nc(C)c([N+](=O)[O-])c1C
    5%	i	7	-0.1%	-14%	1%	6%	-1.2	34	-26	729	8%
Cc1[nH]c2ccccc2c1N=Nc1ccccc1C(=O)O
    -1%	i	38	-0.3%	·	21%	5%	0.4	42	-32	642	-10%
CC1CCCCC1NC(=O)CNC(=O)c1ccco1 (stereo not given)
    ·	i	13	·	·	8%	9%	0.5	44	·	·	·
COc1ccc(/C=C/C(=O)Nc2c(C(=O)O)[nH]c3ccccc23)cc1OC
    -2%	i	19	-0.1%	3%	14%	10%	-0.6	70	1	747	12%
Cc1noc(C)c1S(=O)(=O)N1CCCCC1
    -5%	i	16	0.3%	2%	13%	-4%	-1.0	51	1	796	9%
O=C(CCC(=O)N1CCSc2ccccc21)NCc1ccc(Cl)cc1
    -8%	i	23	-0.1%	13%	7%	5%	-0.5	71	-1	780	16%
CCOC(=O)c1c(C)[nH]c(C)c1S(=O)(=O)NCc1ccc(OCC)cc1
    1%	i	22	-0.1%	-13%	6%	3%	1.3	43	-31	751	17%
CCN(CC)S(=O)(=O)c1cccc(NC(=O)CSc2nnc(N)s2)c1
    -8%	i	56	-0.5%	-2%	3%	-2%	2.5	67	-12	686	6%

# Compound profiles, from the list above:
# COc1ccc(CN(C)C(=O)c2ccc(OCC(=O)Nc3cccc(C(F)(F)F)c3)c(OC)c2)c(OC)c1 is entered as LYP phosphatase: ·; T cell HTS: i; T cell HTS vesicle-bound %: 39; GPR55 activation: ·; GPR35 antagonists: ·; SV40 large T antigen: 23%; Rac1 GTP hydrolysis: 6%; NTR1 ag: 8.4; NTR1 ag cell count 20 µM: 58; Lipid droplet: ·; Lipid droplet cells 6.5 µM: ·; GPR55 LPI antagonism: ·
# CN(C)CCCN(C(=O)c1ccco1)c1nc2ccc(Cl)cc2s1 is entered as LYP phosphatase: -4%; T cell HTS: i; T cell HTS vesicle-bound %: 36; GPR55 activation: -0.1%; GPR35 antagonists: -12%; SV40 large T antigen: 13%; Rac1 GTP hydrolysis: 9%; NTR1 ag: -0.4; NTR1 ag cell count 20 µM: 50; Lipid droplet: -9; Lipid droplet cells 6.5 µM: 668; GPR55 LPI antagonism: -12%
# Cc1nc(-c2cccnc2)sc1C(=O)Nc1ccc(Cl)cc1 is entered as LYP phosphatase: -6%; T cell HTS: i; T cell HTS vesicle-bound %: 41; GPR55 activation: -0.1%; GPR35 antagonists: -11%; SV40 large T antigen: 5%; Rac1 GTP hydrolysis: 10%; NTR1 ag: 0.0; NTR1 ag cell count 20 µM: 101; Lipid droplet: ·; Lipid droplet cells 6.5 µM: ·; GPR55 LPI antagonism: 26%

# Only GPR35 antagonists, for some of the entries so far:
mol | GPR35 antagonists
CN(CC(=O)NCCc1ccc(S(N)(=O)=O)cc1)S(=O)(=O)c1cccc2nsnc12 | 10%
COc1ccc(OC)c(S(=O)(=O)Nc2ccc(O)c(Sc3ncn[nH]3)c2)c1 | -3%
O=C(CNS(=O)(=O)c1c(Cl)cccc1Cl)N1CCCCCC1 | -12%
Cc1nc(-c2cccnc2)sc1C(=O)Nc1ccc(Cl)cc1 | -11%

# Going on with the list:
# Every second line gives: LYP phosphatase	T cell HTS	T cell HTS vesicle-bound %	GPR55 activation	GPR35 antagonists	SV40 large T antigen	Rac1 GTP hydrolysis	NTR1 ag	NTR1 ag cell count 20 µM	Lipid droplet	Lipid droplet cells 6.5 µM	GPR55 LPI antagonism
O=C(O)c1ccn(Cn2cnc3ccccc32)n1
    -5%	i	14	-0.2%	2%	5%	2%	0.1	47	·	·	-6%
O=C(N1CCCC1)N1CCN(c2ncnc3c(-c4ccc(Cl)cc4)nsc23)CC1
    -8%	·	·	-0.1%	-16%	·	·	·	·	·	·	5%
Cc1ccc2nc(SCC(=O)Nc3cc(C(C)(C)C)nn3-c3ccccc3)[nH]c2c1
    0%	i	24	-0.1%	15%	3%	11%	14	89	-38	637	9%
CC(=Nc1cccc(C)c1)c1sc2ccccc2c1O
    1%	i	12	0.1%	14%	6%	15%	0.4	46	0	701	2%
CC(=O)c1ccc(S(=O)(=O)NCCc2csc(-c3cccnc3)n2)cc1
    -7%	i	69	0.3%	2%	9%	9%	1.3	47	3	863	1%
CC1CN(C(=O)COC(=O)c2c(Cl)cccc2Cl)CC(C)O1 (stereo not given)
    -2%	i	29	-0.6%	-6%	17%	4%	1.8	47	-5	648	12%
O=C1CC(c2ccco2)CC2=C1C=Nc1ccccc1N2 (stereo not given)
    5%	i	17	-0.1%	16%	-1%	4%	0.9	85	6	818	9%
Cc1cc(/C=C(\C#N)C(=O)NCc2cccs2)c(C)n1-c1ccc([N+](=O)[O-])cc1
    0%	i	24	-0.3%	4%	4%	9%	1.3	71	-8	719	2%
COc1ccc(C2=NO[C@@H]3C(=O)N(c4cccc(C)c4C)C(=O)[C@H]23)cc1OC
    1%	i	6	-0.1%	-3%	3%	6%	0.2	90	-2	696	-2%
CC(=O)c1cccc(NC(=S)NC(=O)CC(C)(C)C)c1
    2%	i	29	-0.2%	8%	-1%	6%	-0.2	53	·	·	0%
Cc1cc(N=Cc2c(O)n(-c3cccc(Cl)c3)c(=O)c3ccccc23)no1
    3%	i	50	0.2%	4%	16%	8%	0.6	45	3	650	14%
CC(C)Oc1ccc(C(=O)OC(C)C(=O)NC2CCCCC2C)cc1 (stereo not given)
    1%	i	24	-0.1%	-6%	-3%	6%	1.0	57	52*	718*	-6%
Cc1ccc(C)c(NC(=O)c2nc(Cl)ccc2Cl)c1
    3%	i	46	1.2%	4%	2%	9%	2.4	37	-1	688	9%
